Source: PubChem
GIRK2 activator – GIRK2 channel activators by thallium flux | activation (% efficacy), % for hits at 37.5 µM | AID 1259324 | 34,000 tested, under 10 active | HEK293 GIRK2/NPY4 cells, thallium flux fluorescence | P48051;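 active = primary screen hit, no activity in plain HEK293 cells, and in GIRK2-only cells above 5% efficacy rising with concentration; inactive = the rest, including fluorescent compounds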;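 note: efficacy is normalized control-subtracted fluorescence 15 s after thallium addition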
Target sequence (P48051 whole entry, looked up): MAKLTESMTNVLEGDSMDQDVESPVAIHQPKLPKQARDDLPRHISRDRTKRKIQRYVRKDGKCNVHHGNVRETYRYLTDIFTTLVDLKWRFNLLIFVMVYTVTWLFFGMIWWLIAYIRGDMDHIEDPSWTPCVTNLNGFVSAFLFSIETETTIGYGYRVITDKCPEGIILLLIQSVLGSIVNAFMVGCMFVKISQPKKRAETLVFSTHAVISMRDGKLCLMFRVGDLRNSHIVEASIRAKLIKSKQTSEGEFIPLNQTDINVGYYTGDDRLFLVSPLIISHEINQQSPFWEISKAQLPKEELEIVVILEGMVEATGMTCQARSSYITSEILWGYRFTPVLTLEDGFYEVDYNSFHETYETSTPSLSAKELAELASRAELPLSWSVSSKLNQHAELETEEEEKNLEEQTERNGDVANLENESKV
Calls only; i = inactive. A portion of the library; the hit share may differ from the screen's.

SMILES	GIRK2 activator
O=C(NC1CCSC1=O)C1CCCN(c2cc(-n3cccn3)ncn2)C1 (stereo not drawn)	i
CC(C(=O)NCCc1cccs1)n1nnc2ccccc2c1=O (stereo not drawn)	i
Cn1ccc(C(=O)Nc2onc3c2CCCC3)n1	i
O=C(Cc1csc(Nc2ccc(F)cc2)n1)N1CCCc2ccccc21	i
Cc1ccc(Nc2cc(N3CCN(C(=O)COc4ncccn4)CC3)nc(C)n2)cc1	i
O=C(CCCCCn1c(=S)[nH]c2ccccc2c1=O)NCCc1c[nH]c2ccccc12	i
O=C(NCC1CCN(C(=O)Oc2ccccc2)CC1)C(=O)Nc1cccnc1	i
CN(C)C(=O)Cc1ccc(NC(=O)CSCc2ccccc2)cc1	i
CCCc1nnsc1C(=O)NCc1n[nH]c(=O)c2ccccc12	i
CCCc1nnsc1C(=O)NCC1CCN(C(=O)c2ccccc2F)CC1	i
O=C(c1ccc(=O)n(Cc2ccccc2Cl)c1)N1CCCc2ccccc21	i
COc1ccc2sc(N(CCN3CCOCC3)C(=O)CCc3ccccc3)nc2c1	i
CC(C)Oc1ccc(-c2noc(CSc3nc4cc5c(cc4c(=O)n3C)OCO5)n2)cc1	i
Cn1nc(-c2ccc(NC(=O)c3ccc(-c4ccccc4)cc3)cc2)ccc1=O	i
O=C(NCCn1nc(-n2cccn2)ccc1=O)c1cc(-c2ccco2)on1	i
Cn1nc(C2CCCN(C(=O)c3ccco3)C2)n(-c2ccccc2)c1=O (stereo not drawn)	i
Cc1cccc(NC(=O)CSc2ccc(NC(=O)c3ccco3)nn2)c1C	i
O=C(/C=C/c1ccc2c(c1)OCO2)Nc1ccc2c(c1)N(C(=O)C1CC1)CC2	i
Cc1cccc(Nc2ccc(NCCNC(=O)c3ccccc3C(F)(F)F)nn2)n1	i
O=C(NCCC1=CCCCC1)C(=O)NCCN1CCOC(c2ccccc2)C1 (stereo not drawn)	i
O=C(COc1ccccc1)N(Cc1ccncc1)c1nc2ccc(F)cc2s1	i
COc1ccc(NC(=O)Cn2cc(-c3nc(-c4cccs4)no3)ccc2=O)cc1Cl	i
CCc1ccc(OCC(O)CN2CCN(c3ccc(F)cc3)CC2)cc1 (stereo not drawn)	i
O=C(/C=C/c1ccc2c(c1)OCO2)NCCn1nc(-n2cccn2)ccc1=O	i
O=C(NC1CCCC1)C1CN(c2nc3c(C(F)(F)F)cccc3s2)C1	i
COc1ccc(CNC(=O)c2cc3cccnc3n(C)c2=O)cc1	i
CSCCC(C)(O)CNC(=O)C1(c2cccs2)CCCC1 (stereo not drawn)	i
Cc1ccc(C)c(N2C(=O)N(Cc3ccccc3F)C3CS(=O)(=O)CC32)c1 (stereo not drawn)	i
O=C(NCC1(O)CCc2ccccc21)c1cc2ccccc2o1 (stereo not drawn)	i
COc1ccc(S(=O)(=O)N2CCN(c3ccc4nncn4n3)CC2)cc1C	i
COc1ccc(NC(=O)c2ccc(=O)n(CC(=O)Nc3cccc(C(F)(F)F)c3)n2)cc1	i
CCCc1nc2sc3ccccc3c(=O)c2c(=O)n1Cc1ccc(OC)cc1	i
COc1ccc(-c2noc(-c3c(SC)nn(CC(=O)Nc4ccc(C)c(C)c4)c3N)n2)cc1	i
CS(=O)(=O)c1ccc(Nc2nc(CC(=O)Nc3ccc(C(N)=O)cc3)cs2)cc1	i
COc1ccc(CSCc2nc3ccccc3[nH]2)cc1OC	i
COc1ccc(NC(=O)Cn2cccc(-c3nc(-c4ccc(Br)cc4)no3)c2=O)cc1	i
COc1ccc2ncc3c(-c4ccccc4)c(C(=O)NCC4CCCO4)sc3c2c1 (stereo not drawn)	i
CC1Cc2cc(-c3cc(CC(=O)Nc4ccc(F)c(Cl)c4)no3)ccc2O1 (stereo not drawn)	i
Cc1nc(NC(=O)Cc2c(C)nn(C3CCS(=O)(=O)C3)c2C)sc1C(=O)N(C)C (stereo not drawn)	i
Cc1cc(NC(=O)c2c(F)cccc2F)ccc1N1CCCCC1=O	i
COc1ccccc1C1(C(=O)O)CCOCC1	i
O=C(NCC(c1cccc2ccccc12)N1CCOCC1)c1ccc(Br)cc1 (stereo not drawn)	i
Cn1cc(CC(=O)Nc2ccc3cn[nH]c3c2)c2ccccc21	i
CC(C)(C)NC(=O)N1CCC(CNC(=O)C2(c3ccccc3)CCOCC2)CC1	i
COc1ccc2nc(-c3ccc(NC(=O)c4c(OC)cccc4OC)cc3)cn2n1	i
CC(=O)Nc1ccc(NC(=O)CCn2cnc3c(cnn3C(C)(C)C)c2=O)cc1	i
CC(C)Oc1ccc(C(=O)Nc2nnc(Cc3cccs3)o2)cc1	i
COc1cc(NC(=O)NCC2CCN(C(=O)c3cc4ccccc4o3)CC2)cc(OC)c1OC	i
CNC(=O)c1cccc(-c2noc(C3CN(C(=O)NCc4cccc5ccccc45)C3)n2)c1	i
CCOc1ccccc1S(=O)(=O)N1CC(c2nc(-c3ccsc3)no2)C1	i
O=C(CSc1ccc(F)cc1)N1CCC(COCc2ccccc2)CC1	i
O=C(CCc1ccccc1)NCCn1ncc2c(N3CCN(c4ccc(F)cc4)CC3)ncnc21	i
CC(C)c1nnc(C2CCN(C(=O)Cn3ccc4ccccc43)CC2)o1	i
COc1ccc(CNC(=O)Cc2csc(Nc3ccc(S(C)(=O)=O)cc3)n2)cc1	i
CCOc1ccc(-n2nnnc2CN2CCN(C(=O)c3c(C)noc3C)CC2)cc1	i
CC(C)c1cc(=O)[nH]c(-n2nc(C3CC3)cc2NC(=O)CC2CCCCC2)n1	i
COc1cc(C(=O)NCCn2ncc3c(N4CCOCC4)ncnc32)cc(OC)c1OC	i
Cn1nnc2c(N3CCN(C(=O)C4CC(=O)N(c5ccccc5)C4)CC3)ncnc21 (stereo not drawn)	i
O=C(Cn1cnc2c(sc3cccc(F)c32)c1=O)NCc1ccccc1Cl	i
Cc1ccc(-n2nnnc2SCC(=O)Nc2ccc3nccnc3c2)c(C)c1	i

Some of these compounds in order of number of heavy atoms, low to high.
SMILES	GIRK2 activator
COc1ccccc1C1(C(=O)O)CCOCC1	i
Cn1cc(CC(=O)Nc2ccc3cn[nH]c3c2)c2ccccc21	i
CC(C)Oc1ccc(C(=O)Nc2nnc(Cc3cccs3)o2)cc1	i
Cc1cc(NC(=O)c2c(F)cccc2F)ccc1N1CCCCC1=O	i
CC(C)c1nnc(C2CCN(C(=O)Cn3ccc4ccccc43)CC2)o1	i
O=C(Cn1cnc2c(sc3cccc(F)c32)c1=O)NCc1ccccc1Cl	i
Cc1ccc(-n2nnnc2SCC(=O)Nc2ccc3nccnc3c2)c(C)c1	i
CC(=O)Nc1ccc(NC(=O)CCn2cnc3c(cnn3C(C)(C)C)c2=O)cc1	i
Cn1nnc2c(N3CCN(C(=O)C4CC(=O)N(c5ccccc5)C4)CC3)ncnc21 (stereo not drawn)	i
COc1cc(C(=O)NCCn2ncc3c(N4CCOCC4)ncnc32)cc(OC)c1OC	i
CNC(=O)c1cccc(-c2noc(C3CN(C(=O)NCc4cccc5ccccc45)C3)n2)c1	i
COc1cc(NC(=O)NCC2CCN(C(=O)c3cc4ccccc4o3)CC2)cc(OC)c1OC	i
O=C(CCc1ccccc1)NCCn1ncc2c(N3CCN(c4ccc(F)cc4)CC3)ncnc21	i

The results go on.
SMILES	GIRK2 activator
COCc1cc(=O)[nH]c2cc(NC(=O)c3csc(-c4ccccc4)n3)ccc12	i
COC(=O)c1ccc(NC(=O)CSc2nc(-c3ccccc3)c(N)s2)cc1	i
NC(=O)NCCCC(=O)O	i
COCC(C)(O)CNC(=O)C1CCN(S(C)(=O)=O)CC1 (stereo not drawn)	i
CCOc1ccc(S(=O)(=O)n2nnc3ccccc32)c(OCC)c1	i
COC(=O)c1ccc2c(=O)n(CCCC(=O)NCc3ccc(Cl)cc3)c(=S)[nH]c2c1	i
O=C1CC(NC(=O)Cc2ccc(-c3ccccc3)cc2)CN1 (stereo not drawn)	i
COc1cccc(Cn2nc3ccc(S(=O)(=O)N4CCC(C)CC4)cn3c2=O)c1	i
COc1ccc(OC)c(Nc2nc(CC(=O)N3CCN(C(C)=O)CC3)cs2)c1	i
Cn1c(=O)c2c(nc(N3CCN(c4ccccc4)CC3)n2CC(=O)O)n(C)c1=O	i
CCN1C(=O)CCc2cc(NC(=O)NCc3cccc4ccccc34)ccc21	i
Cc1nc(C)c(CC(=O)NCc2ccccc2OC(F)(F)F)s1	i
O=C(Cc1cc(-c2ccc3c(c2)OCO3)on1)Nc1ccc(C(F)(F)F)cc1	i
CCN(Cc1ccccc1)C(=O)CSC1=NS(=O)(=O)c2ccc(C)cc2N1	i
CCCCOc1ccc(C(=O)NCC2COC3(CCCCC3)O2)cc1 (stereo not drawn)	i
CS(=O)(=O)N1CCCCC1C(=O)Nc1nc(-c2ccncc2)cs1 (stereo not drawn)	i
CCOCC(=O)NCC1CCN(C(=O)Nc2ccccc2OC)CC1	i
COc1ccc2nc(-c3ccc(OC)c(NC(=O)C(C)(C)C)c3)cn2n1	i
Cn1cccc(C(=O)N2CCC(c3nnc(-c4ccco4)s3)CC2)c1=O	i
O=C(Nc1ccc(OC(F)(F)F)cc1)C1CCCN(c2cc(-n3cccn3)ncn2)C1 (stereo not drawn)	i
Cc1oc2cc(OC(=O)C(C)(C)C)ccc2c(=O)c1-c1nc2ccccc2n1C	i
COc1ccccc1NS(=O)(=O)c1ccc(N2C(=O)CCS2(=O)=O)cc1	i
O=C(COc1ccc2ccccc2c1)Nc1ccc(CC(=O)NC2CC2)cc1	i
COc1ccc(C(=O)Cn2cnc3c(nnn3C)c2=O)cc1	i
O=c1c2[nH]c3ccccc3c2ncn1CCc1ccccc1	i
O=C(NCCc1ccc(Cl)cc1)c1ccc2c(=O)n3c(nc2c1)SCCC3	i
COCC(C)(O)CNC(=O)C1(c2ccc(Cl)cc2)CCCC1 (stereo not drawn)	i
Cc1noc(CNC(=O)CSC2CCCC2)n1	i
O=C(NC1CCCC1)c1cccnc1	i
O=C(NCCN1CCN(C(=O)CCS(=O)(=O)c2ccccc2)CC1)c1ccsc1	i
COc1ccc(C(CNC(=O)C(=O)NCc2ccc(Cl)cc2)N2CCOCC2)cc1 (stereo not drawn)	i
CCC(Sc1ncc(S(=O)(=O)c2ccc(Cl)cc2)c(=O)[nH]1)C(=O)Nc1ccc(C)cc1 (stereo not drawn)	i
Cc1cc(NC(=O)CSC2=Nc3cccnc3Nc3ccccc32)no1	i
COc1ccc(-c2cc(=O)n(CC(=O)N3CCN(c4ccccc4)CC3)cn2)cc1	i
O=C(NC1CCCCC1)N1CCN(Cc2ccsc2)CC1	i
COc1cc(Cl)c(S(=O)(=O)N2CCN(CCO)CC2)cc1Cl	i
CC(C)(C)C(=O)NC(=S)Nc1sc2c(c1C(N)=O)CCCC2	i
COc1ccc(-c2nnc(NC(=O)c3ccno3)o2)c(OC)c1	i
O=C(Nc1cccs1)N1CCC(Cn2c(COc3ccccc3)nc3ccccc32)CC1	i
O=C(NCCCn1ccnc1)c1ccc(N2CCCCS2(=O)=O)cc1	i

Retrieved one by one from above:
SMILES	GIRK2 activator
CC(C)(C)C(=O)NC(=S)Nc1sc2c(c1C(N)=O)CCCC2	i
COc1ccccc1NS(=O)(=O)c1ccc(N2C(=O)CCS2(=O)=O)cc1	i
O=c1c2[nH]c3ccccc3c2ncn1CCc1ccccc1	i
COc1ccc(C(=O)Cn2cnc3c(nnn3C)c2=O)cc1	i
Cc1oc2cc(OC(=O)C(C)(C)C)ccc2c(=O)c1-c1nc2ccccc2n1C	i

The results go on:
SMILES	GIRK2 activator
CC1CCc2nn(CC(=O)Nc3cccc(Cl)c3)c(=O)cc2C1 (stereo not drawn)	i
COc1ccccc1CCNC(=O)C(=O)Nc1cccc([N+](=O)[O-])c1	i
O=C1CC(NC(=O)c2cnccn2)CN1 (stereo not drawn)	i
COc1ccc(Cc2nnc(C3CCN(C(=O)Cn4cnc5ccccc54)CC3)s2)cc1	i
CSc1cccc(NC(=O)C(=O)NCC2(c3cccs3)CCOCC2)c1	i
O=C(Cc1ccc(F)cc1)N(CCCn1ccnc1)c1nc2c(Cl)cccc2s1	i
Cn1cccc1CN(Cc1cccs1)C(=O)Nc1cccc(C(F)(F)F)c1	i
COc1cccc2cc(S(=O)(=O)c3ccccc3)c(=Nc3ccc(F)cc3)oc12	i
COc1ccc(S(=O)(=O)CCCC(=O)Nc2cccc(-c3nc4ccccc4o3)c2)cc1	i
COc1ccc(CCNC(=O)CSc2ccnc3c2c(=O)n(C)c(=O)n3C)cc1OC	i
CCOc1nn(CC)cc1-c1nnc(SCC(=O)Nc2ccc3c(c2)OCO3)n1C	i
COc1ccc(S(=O)(=O)NCC2CCN(Cc3cccs3)CC2)c(OC)c1	i
COc1cc(-c2nnc(NC(=O)Cc3ccc(C)cc3C)o2)cc(OC)c1OC	i
COc1ccc(NC(=O)N2CCN(c3ccc(Nc4ccccn4)nn3)CC2)cc1OC	i
COC(=O)C12CC3CC(CC(NC(=O)c4cc(C)cs4)(C3)C1)C2	i
O=C(Cn1cc(-c2ccccc2)c(N2CCOCC2)n1)NCc1ccc(F)c(Cl)c1	i
CC(O)(CNC(=O)C(=O)NCc1ccc(Cl)cc1)c1ccc(-c2ccccc2)cc1 (stereo not drawn)	i
Cn1ccnc1N1CCN(CC(=O)Nc2ccc(OC(F)(F)F)cc2)CC1	i
O=C(NCCOc1ccc(F)cc1)c1cc(-c2cccs2)n(C2CCS(=O)(=O)C2)n1 (stereo not drawn)	i
CS(=O)(=O)N1CCC(CNC(=O)C(=O)Nc2ccccc2)CC1	i
O=C(Cn1nc2c(c1NC(=O)c1cccs1)CSC2)NCC1CCCO1 (stereo not drawn)	i
O=C(CCc1csc(NC(=O)c2ccccc2)n1)Nc1ccc(OC(F)(F)F)cc1	i
O=S(=O)(NCCN1CCOC(c2ccccc2)C1)c1ccc2c(c1)OCCO2 (stereo not drawn)	i
COc1cccc(OCC(O)CNC(C)(C)CC(C)(C)C)c1 (stereo not drawn)	i
Cn1nc(CNC(=O)NCc2cccs2)c2ccccc2c1=O	i
Cc1cccc(C)c1NC(=O)Cn1cc(-c2ccccc2)c(N2CCOCC2)n1	i
O=C(Nc1cccs1)N1CCC(c2cccs2)CC1	i
O=C(NCC(O)(c1ccccc1)C(F)(F)F)c1ccc(-c2ccccc2)cc1 (stereo not drawn)	i
COc1ccc(Cl)cc1S(=O)(=O)NCC1CCN(C)CC1	i
CCc1nccn1CC(C)C(=O)O (stereo not drawn)	i
